MITF primary: human MITF inhibition, primary screen | O75030 | AlphaScreen MITF homodimerization, bead proximity signal | inhibition, % at 2.6 µM | actives 0.91% (n = 650,000) | AID 1259374; in the data active means inhibition above about 50%;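 further: 0% = vehicle wells with protein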
GPR151 activ: activators of human GPR151 | Q8TDV0 | PathHunter beta-arrestin GPR151 cells, luminescence | activation, % at 11.2 µM | actives 1% (n = 650,000) | AID 1508602; in the data active means activation above about 4.9%;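 further: 0% = median of compound wells and 100% = cells with positive control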
Target sequence (Q8TDV0 whole entry, looked up): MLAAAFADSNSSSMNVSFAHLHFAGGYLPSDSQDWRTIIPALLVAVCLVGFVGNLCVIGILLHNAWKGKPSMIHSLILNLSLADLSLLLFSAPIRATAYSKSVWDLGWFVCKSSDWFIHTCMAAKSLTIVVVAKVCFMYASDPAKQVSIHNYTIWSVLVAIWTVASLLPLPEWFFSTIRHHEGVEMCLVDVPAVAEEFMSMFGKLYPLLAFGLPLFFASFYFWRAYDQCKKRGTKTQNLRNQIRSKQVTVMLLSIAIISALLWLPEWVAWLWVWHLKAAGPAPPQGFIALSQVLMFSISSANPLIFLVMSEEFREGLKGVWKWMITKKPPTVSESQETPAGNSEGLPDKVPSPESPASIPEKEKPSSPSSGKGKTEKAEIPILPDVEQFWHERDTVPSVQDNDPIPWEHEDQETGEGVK
TEAD-YAP inh: TEAD-YAP interaction inhibition; HEK-TIYL cells, TEAD-Gal4/YAP UAS-luciferase luminescence; inhibition, % at 9.12 µM; actives 1.4% (n = 640,000); AID 1259422; in the data active means inhibition above about 32%;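 further: 0% = median of test compound wells and 100% = reference inhibitor wells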
FBW7 act: activators of human E3 ligase FBW7; AlphaScreen FBW7–phospho-cyclin E peptide binding, activator screen; normalized activity (activation), % at 26.1 µM; Q969H0; actives 0.13% (n = 650,000); in the data active means normalized activity above about 1.9%;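 further: purified mutant Fbw7 with reduced substrate affinity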
Target sequence (Q969H0 whole entry, looked up): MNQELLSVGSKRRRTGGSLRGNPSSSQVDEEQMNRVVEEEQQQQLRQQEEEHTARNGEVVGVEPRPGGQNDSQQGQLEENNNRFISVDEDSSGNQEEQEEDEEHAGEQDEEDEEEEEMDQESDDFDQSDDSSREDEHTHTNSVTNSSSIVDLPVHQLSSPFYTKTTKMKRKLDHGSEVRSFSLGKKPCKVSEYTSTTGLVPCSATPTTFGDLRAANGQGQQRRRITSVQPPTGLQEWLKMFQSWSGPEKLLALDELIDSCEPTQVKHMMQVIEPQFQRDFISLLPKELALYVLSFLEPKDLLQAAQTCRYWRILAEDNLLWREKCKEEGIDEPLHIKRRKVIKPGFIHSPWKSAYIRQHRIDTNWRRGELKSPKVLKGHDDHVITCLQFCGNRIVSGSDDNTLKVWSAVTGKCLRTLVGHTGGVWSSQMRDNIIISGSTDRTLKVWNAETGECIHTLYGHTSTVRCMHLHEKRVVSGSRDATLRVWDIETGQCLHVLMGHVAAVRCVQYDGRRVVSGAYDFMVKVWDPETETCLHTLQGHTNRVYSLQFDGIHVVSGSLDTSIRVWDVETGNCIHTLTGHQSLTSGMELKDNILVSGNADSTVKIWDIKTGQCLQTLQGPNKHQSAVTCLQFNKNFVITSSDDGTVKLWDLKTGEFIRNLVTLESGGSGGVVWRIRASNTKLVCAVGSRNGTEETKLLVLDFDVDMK
* marks the source's active call; other numbers are inactive results.

SMILES	MITF primary	GPR151 activ	TEAD-YAP inh	FBW7 act
CC(=O)Nc1ccc(S(=O)(=O)N2CCCC(C)C2)cc1 (stereo not drawn)	14.9	-1.3	3.3	0.0
COc1ccc(S(=O)(=O)N(C(C)=O)c2ccc(OC(C)=O)c3ccccc23)cc1	19.0	-0.9	16.1	-0.1
Cc1ccc(Nc2nnc(SCC(=O)Nc3ccc(C(N)=O)cc3)s2)cc1	15.8	-0.8	7.9	0.3
COc1ccc(C(=O)NNC(=O)CSc2nnc(C(C)C)n2C)cc1	-1.7	-0.6	2.7	-0.1
CCOC(=O)c1ccc(NC(=O)C(=O)NCCCOC(C)C)cc1	14.8	-0.9	6.8	0.0
O=[N+]([O-])c1c(NCCO)cc(N2CCN(c3ccc(F)cc3)CC2)c2nonc12	5.2	1.1	5.4	0.1
CS(=O)(=O)N(CC(=O)NCc1ccccc1)Cc1ccc(Cl)cc1	15.2	2.4	8.5	0.1
COc1ccc(C(=O)Nc2cccnc2)cc1OC	-2.1	-0.9	-17.9	0.1
COCCN1C(=O)CC(NNC(=O)c2ccc(S(=O)(=O)N3CCCC3)cc2)C1=O (stereo not drawn)	2.6	0.2	2.6	-0.1
O=C(Nc1ccc2c(c1)C(=O)N(C1CCCCC1)C2=O)c1ccc(Br)o1	5.6	0.2	-6.2	-0.1
O=C1CCC(CCC(=O)N2CCCC2c2n[nH]c(=O)[nH]2)(Cc2ccc3ccccc3c2)N1 (stereo not drawn)	4.8	0.8	5.3	0.2
CCS(=O)(=O)c1ccc2oc(=S)n(CN3CCCC(CO)C3)c2c1 (stereo not drawn)	12.1	-2.3	-2.2	0.1
CCCc1sc(Nc2cccc(Cl)c2)nc1-c1ccccc1	0.3	0.3	-11.3	0.1
CCc1c(C(=O)N2CC=C(c3ccccc3)CC2)c(=O)cc(C)n1CC1CCCN1CC (stereo not drawn)	-32.3	0.5	9.5	0.2
CNC(=O)c1ccnc(Nc2cc(Nc3ccccc3C(=O)NC)c(C(F)(F)F)cn2)c1	0.9	-1.1	85.2*	0.3
CCc1ccc(OCC(=O)NNC(=O)c2cc3ccccc3o2)cc1	-3.3	0.7	-1.4	-0.1
COc1ccc(S(=O)(=O)Nc2ccccc2C(=O)NCc2ccco2)cc1Cl	20.2	-1.1	-3.5	0.6
CCOC(=O)c1ccc(OCC2c3cc(OC)c(OC)cc3CCN2C(=O)c2cc(OC)c(OC)c(OC)c2)cc1 (stereo not drawn)	-4.4	-0.7	1.4	0.1
COc1ccc(-c2nc3n(n2)C(c2cccnc2)C2=C(CCCC2=O)N3)cc1OC (stereo not drawn)	0.6	-0.2	6.0	0.1
CCCCn1c(CNC(=O)c2ccc(C)c([N+](=O)[O-])c2)nnc1SC(C)C(=O)Nc1sc2c(c1C(=O)OCC)CCC2 (stereo not drawn)	7.3	-0.4	-8.4	0.1
CCOc1ccccc1NC(=O)C(=O)NCCc1ccc(F)cc1	-14.6	0.4	11.1	-0.1
Cc1nc2c(c(C)nn2C(C)(C)C)c(C)c1CCC(=O)NCc1cccs1	1.6	-0.7	0.4	-0.2
Cc1cccn2c(CNCCCn3ncc4ccccc43)c(C(=O)N3CCCCC3)nc12	-4.3	-0.2	-8.9	-0.1
CN(C)c1ccc(NS(=O)(=O)c2cc(Cl)ccc2Cl)cc1	13.9	-0.3	-3.4	0.4
Cc1ccc(N2CC(c3nnc(Cc4ccccc4Cl)o3)CC2=O)cc1 (stereo not drawn)	4.9	1.9	-18.8	-0.5

Record cards, as listed above:
Entry for `CCCc1sc(Nc2cccc(Cl)c2)nc1-c1ccccc1` → MITF primary: 0.3; GPR151 activ: 0.3; TEAD-YAP inh: -11.3; FBW7 act: 0.1
Entry for `CNC(=O)c1ccnc(Nc2cc(Nc3ccccc3C(=O)NC)c(C(F)(F)F)cn2)c1` → MITF primary: 0.9; GPR151 activ: -1.1; TEAD-YAP inh: 85.2*; FBW7 act: 0.3
Entry for `O=C(Nc1ccc2c(c1)C(=O)N(C1CCCCC1)C2=O)c1ccc(Br)o1` → MITF primary: 5.6; GPR151 activ: 0.2; TEAD-YAP inh: -6.2; FBW7 act: -0.1

Later entries
SMILES	MITF primary	GPR151 activ	TEAD-YAP inh	FBW7 act
CCN(CCCNc1ncnc2nc[nH]c12)c1cccc(C)c1	5.9	-0.1	9.9	0.1
O=C(Cc1ccc(-c2ccccc2)cc1)N1CCn2c(nnc2C2CC2)C1	3.4	3.2	0.6	0.2
O=C1/C(=C/c2cccnc2)CCCC/C1=C\c1cccnc1	12.6	-3.8	-2.2	0.6
O=C1c2ccccc2CN1c1ccccc1	1.1	-4.9	-45.8	-0.1
COc1ccc(C(=O)NNC(=O)c2ccc(C)cc2)cc1OC	18.0	3.1	7.4	0.8
O=C(N/N=C/c1cccc2ccc(O)cc12)c1cc([N+](=O)[O-])cc([N+](=O)[O-])c1	5.4	-1.3	1.9	0.1
CC1(C)CC2CC(C)(CN2S(=O)(=O)c2ccccc2[N+](=O)[O-])C1 (stereo not drawn)	-6.6	3.4	4.8	0.0
O=C(NCCN1CCOCC1)c1ccc2nc(N3CCCC3CO)sc2c1 (stereo not drawn)	-6.7	-2.0	-3.0	-0.1
O=C(c1cc(S(=O)(=O)N2CCCCC2)ccc1F)N1CCOCC1	12.9	0.1	1.7	0.4
O=C(NNc1ccc([N+](=O)[O-])cc1)c1ccccc1I	21.7	0.1	8.3	0.4
CC(=O)c1ccc(NS(=O)(=O)c2cc([N+](=O)[O-])ccc2C)cc1	-0.5	0.5	-17.4	0.1
Cc1nnc(N/N=C/c2ccccc2O)n1N	29.7	0.2	-0.3	-0.3
Cc1ccccc1C(=O)N1CCc2c(cnc(C)c2CNC(=O)CSc2ncccn2)C1	-9.1	-0.1	-2.2	-0.3
O=C(NCCCN1CCCC1=O)c1cnc(NCCN2CCOCC2)s1	-0.8	-2.3	3.2	0.7
N#Cc1cc(C(=O)Nc2ccccc2)c(N)nc1SCC(N)=O	3.6	-0.9	9.0	0.2
Cc1cc(C)n2cc(CN3CCc4ccccc4C3)nc2n1	4.0	0.2	-0.1	0.0
CC1=C(C(=O)OC2CCCCC2)C(c2ccc(F)cc2)C2=C(CC(c3ccc(Cl)cc3)CC2=O)N1 (stereo not drawn)	-14.7	1.4	5.0	0.1
O=C(N/N=C/c1cccnc1)c1cc(-c2cccs2)[nH]n1	12.2	-1.2	9.7	0.1
O=C(Nc1ccc2oc(-c3ccccc3Br)nc2c1)c1cc([N+](=O)[O-])ccc1Cl	2.1	2.5	30.6	-0.4
CC1NC(=O)c2cc(N)ccc2NC1=O (stereo not drawn)	-0.3	-0.6	5.2	-0.2
CCCOC(=O)C1=C(C)NC(=O)NC1c1ccc(Cl)cc1 (stereo not drawn)	-7.6	1.8	-8.3	-0.2
COc1cc(C=NCCNS(=O)(=O)c2ccc(C)cc2)ccc1O	-6.7	-1.1	2.0	-0.2
FC(F)Oc1ccc(NC(=S)NNC(=S)Nc2cccnc2)cc1	8.7	-1.4	-13.7	-0.2
CC(=O)Nc1ccc(C(=O)N/N=C/c2cc(Br)cc([N+](=O)[O-])c2O)cc1	9.1	-1.3	-6.4	0.0
CCOCCOC(=O)C1=C(C)N(C)C(=O)NC1c1cccc([N+](=O)[O-])c1 (stereo not drawn)	10.9	1.5	6.5	0.1
Carrying on.
SMILES	MITF primary	GPR151 activ	TEAD-YAP inh	FBW7 act
CC(C)Cc1cc(-c2ccco2)c(C#N)c(N)n1	-8.1	-0.1	-12.0	0.0
COc1cc(OC)cc(C(=O)N2CCN(Cc3cc(OC)c(OC)c(OC)c3)CC2)c1	29.0	-1.0	4.8	-0.1
CCCCC(=O)Nc1cccc(NC(=S)NC(C)=O)c1	6.5	-0.9	-9.2	1.3
CC(=O)c1ccc(N2CCN(Cc3ccc(N(C)C)cc3)CC2)cc1	27.6	-0.3	-0.7	-0.2
CC(C)=C1C2C=CC1C1C(=O)N(c3ccccn3)C(=O)C21 (stereo not drawn)	4.2	-0.5	12.1	0.3
CCOc1ccc(NCC(O)CSCC(O)CNc2ccc(OCC)cc2)cc1 (stereo not drawn)	19.2	0.2	8.0	0.0
CN1c2ccc([N+](=O)[O-])cc2SC1NC(=O)c1ccc(S(=O)(=O)N2CCc3ccccc32)cc1 (stereo not drawn)	1.6	0.2	-9.9	0.1
COc1ccc(OC)c(CCNCc2ccc(C(=O)O)s2)c1	6.4	-0.4	-5.5	-0.2
COC(=O)C1=CN(C23CC4CC(CC(C4)C2)C3)C=C(C(=O)OC)C1c1ccc(OC(F)(F)F)cc1	6.3	-0.1	8.2	1.0
O=C(NCc1ccc2c(c1)OCO2)c1cccn2c(=O)c3c4c(sc3nc12)CCCC4	-9.0	0.8	-5.4	0.0
Cc1ccc(-c2c(C#N)c(N)n3c(nc4ccccc43)c2C#N)cc1	-0.6	-0.3	-1.5	-0.1
Cc1cc(NC(=O)CSc2nc(=O)cc(N)n2-c2ccc(F)cc2)no1	4.8	-0.2	-0.5	-0.2
COc1ccc(N2CCN(CCCNc3nc4ccccc4n4c(C)nnc34)CC2)cc1	8.2	0.0	7.7	0.1
Cc1ccc(C2=N/C(=C\c3ccccc3)C(=O)O2)cc1	11.3	-0.5	3.2	0.3
O=C(Nc1cccc(Cl)c1Cl)C1CCN(c2ncccn2)CC1	19.9	-0.7	9.8	0.0
CCOC(=O)c1cc(C)n(Cc2ccccc2)c1C	10.0	0.4	-25.7	0.2
N#C/C(=C\c1ccc(Cl)c([N+](=O)[O-])c1)c1nnc2n1CCCCC2	-34.5	-1.0	3.5	0.0
CCc1ccc(NC(=S)N(Cc2ccc(C)cc2)Cc2ccccn2)cc1	-9.4	-1.0	1.7	-0.2
CC1(C(=O)N2CCN(S(C)(=O)=O)CC2)CC1(Cl)Cl (stereo not drawn)	19.2	0.5	4.7	0.2
O=C1c2cccc([N+](=O)[O-])c2C(=O)N1CNc1ccc(Br)cc1	-0.9	0.1	-5.2	0.0
CCSc1nnc2c(n1)OC(c1cccc(Br)c1)Nc1ccccc1-2 (stereo not drawn)	10.5	-1.6	-18.2	-0.1
Cc1ccc(CNc2ccnc3c(-c4cccc(NS(C)(=O)=O)c4)cnn23)c(C)c1	-5.4	1.4	-2.4	0.1
CCOC(=O)CSc1ccc(C(=O)N2CCN(c3ccccc3)CC2)cc1[N+](=O)[O-]	2.8	-1.7	-3.1	0.0
CCC(=O)Nc1ccc(C2=Nn3c(nnc3-c3ccccc3F)SC2)cc1	17.3	1.3	-0.8	0.7
CCCN1Cc2cccc(C(=O)Nc3ccccc3F)c2C1=O	13.7	-0.3	12.4	0.0

Rewritten bar-delimited: part of the list above.
canonical_smiles | MITF primary | GPR151 activ | TEAD-YAP inh | FBW7 act
Cc1cc(NC(=O)CSc2nc(=O)cc(N)n2-c2ccc(F)cc2)no1 | 4.8 | -0.2 | -0.5 | -0.2
COc1ccc(N2CCN(CCCNc3nc4ccccc4n4c(C)nnc34)CC2)cc1 | 8.2 | 0.0 | 7.7 | 0.1
Cc1ccc(C2=N/C(=C\c3ccccc3)C(=O)O2)cc1 | 11.3 | -0.5 | 3.2 | 0.3

The list goes on:
SMILES	MITF primary	GPR151 activ	TEAD-YAP inh	FBW7 act
Cc1ccc2nc3sc(C(=O)N4CCCC4)c(N)c3cc2c1	-3.4	-0.7	-68.2	-0.4
COc1ccc(C2CC(=O)C3=C(C2)NC(=O)CC3c2ccc([N+](=O)[O-])cc2)cc1OC (stereo not drawn)	4.3	0.7	-0.6	-0.4
Cc1noc(C)c1-c1nc(NCc2cccnc2)c2ncn(C3CCCCC3)c2n1	7.6	1.9	-28.3	0.0
CCC(C)(NC(=O)c1ccc(=O)[nH]c1)C(=O)NC1CCCCC1 (stereo not drawn)	17.3	-0.6	-3.2	0.1
O=C(CSc1ccc2nnc(-c3cccs3)n2n1)Nc1ccc([N+](=O)[O-])cc1	5.8	-2.3	-6.7	-0.1
C=CCN1C(=O)/C(=C/c2c(N3CCC(C)CC3)nc3c(C)cccn3c2=O)SC1=S	1.3	-1.3	2.2	0.7
CC(=O)N1CCC(C(=O)NC(c2ccccc2C)c2ncccc2C)CC1 (stereo not drawn)	0.7	-0.5	2.1	-0.1
O=C(CCC1(Cc2cccs2)CCC(=O)N1)NCc1cc(-c2ccccc2)n[nH]1 (stereo not drawn)	10.1	-0.5	-1.2	0.1
O=C(NCc1cccc(C(F)(F)F)c1)C1CC12CCN(Cc1ccco1)CC2 (stereo not drawn)	20.0	-1.3	3.6	0.1
COC(F)(C(=O)Nc1nc(C2CC2)cs1)C(F)(F)F (stereo not drawn)	0.1	0.2	-11.0	0.0
COc1ccc2c(c1)CC(C(=O)Nc1ccc(-c3cn[nH]c3)cc1N(C)CCN(C)C)CO2 (stereo not drawn)	23.3	0.9	-4.0	-0.3
Cc1ccc(N2C(=O)CSC2c2cccc(C(F)(F)F)c2)cc1C (stereo not drawn)	0.5	0.5	-10.4	0.0
Cn1nc(C(C)(C)C)cc1C(=O)N1CCn2c(nnc2C2CC2)C1	-10.5	-1.0	-4.2	-0.2
CCCCNC(=O)CSc1nnc2c(n1)[nH]c1ccccc12	3.8	2.7	8.6	0.2
COc1ccc(NC(=O)c2cc(S(=O)(=O)N3CCCCCC3)ccc2F)cc1	14.4	0.9	-11.2	0.2
CCOc1cc(C2C(C(=O)OC)=CN(CC3CCCO3)C=C2C(=O)OC)ccc1O (stereo not drawn)	6.2	1.2	0.5	0.1
Cc1cc2c(cc1C)NC(c1ccc(Cl)c([N+](=O)[O-])c1)C1=C(CC(C)(C)CC1=O)N2 (stereo not drawn)	14.3	2.5	13.9	-0.2
S=c1[nH]nc(-c2cccnc2)n1Cc1ccco1	3.1	1.1	-2.7	0.8
CCc1c(C)sc2nc(-c3ccc(C(=O)O)cc3)[nH]c(=O)c12	10.5	1.4	5.0	0.3
CCOc1ccc(-c2cn3c(CC(=O)Nc4ccccc4F)csc3n2)cc1	-3.2	0.2	-21.1	-0.1

Assay outcomes: PubChem, The Scripps Research Institute Molecular Screening Center
